From PubChem
HCMV inh – qHTS Assay for inhibitors of the human cytomegalovirus (HCMV); AID 1259415, 2018; 410,000 compounds, 4.5% hits; activity change, negative = inhibition, % at 57.5 µM; HFF cells, HCMV-luciferase reporter, 72 h; active compounds read low; in the data active = activity change below about -60%; inconclusive = no clear call, values can overlap the other calls; inactive = above about -39%
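Compounds were evaluated in HFFs infected with an HCMV luciferase reporter virus (MOI 1 PFU/cell). Luciferase in lysates collected 72 h post infection served as the replication measure.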
Sm TGR inh – qHTS Assay for the Inhibitors of Schistosoma Mansoni Peroxiredoxins. Schistosoma mansoni thioredoxin glutathione reductase (TGR), Q962Y6. purified TGR, DTNB reduction, TNB absorbance 405 nm. Potency, µM (highest dose often 114 µM), without a hit: top-dose activity change, negative = inhibition, usual class: inhibitors. 360,000 compounds, 3% hits; also: potency is read from the fitted curve at half-maximal effect; nearly all actives have a fitted effect of over 60% in size
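Kinetic colorimetric format: TGR-catalysed, NADPH-driven DTNB reduction monitored via TNB absorbance. Enzyme dispensed at 20 nM; compound exposure 15 min at room temperature before reaction start.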
AMA1 RON2 block – qHTS for Inhibitors of AMA1-RON; Towards Development of Antimalarial Drug Lead: Primary Screen; Plasmodium falciparum AMA1 (3D7) - RON2 peptide interaction; AlphaScreen AMA1-biotinylated RON2 peptide binding; Potency, µM (top dose mostly 58.2 µM), for inactives: at the highest dose activity change, negative = inhibition, most hits filed as inhibitors; 360,000 compounds, 0.2% hits; AID 720542, 2013;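 also: potency is read from the fitted curve at half-maximal effect; 0% = vehicle wells and -100% = peptide control; nearly all actives have a fitted effect of over 45% in size; some results filed as inactive show a strong effect at the top dose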
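AMA1 (3D7) with his tag at 25 nM final met compounds first, then biotinylated RON2 peptide at 25 nM; detection used donor plus acceptor beads, 10 µg/mL apiece, read by AlphaScreen after 30 min at room temperature.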
AmpC detergent – qHTS Inhibitors of AmpC Beta-Lactamase (assay with detergent) | 370,000 compounds, 0.041% hits | AmpC hydrolysis of nitrocefin, absorbance 480 nm, 0.01% Triton | Potency, µM (titrated, usually from 114 µM), for inactives: at the highest dose activity change, negative = inhibition, hits mostly inhibitors | AID 485294, 2010;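 also: potency is read from the fitted curve at half-maximal effect; 0% = no-compound wells and -100% = no-enzyme wells; nearly all actives have a fitted effect of over 25% in size; some results filed as inactive show a strong effect at the top dose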
Target sequence (P00811 whole entry, looked up): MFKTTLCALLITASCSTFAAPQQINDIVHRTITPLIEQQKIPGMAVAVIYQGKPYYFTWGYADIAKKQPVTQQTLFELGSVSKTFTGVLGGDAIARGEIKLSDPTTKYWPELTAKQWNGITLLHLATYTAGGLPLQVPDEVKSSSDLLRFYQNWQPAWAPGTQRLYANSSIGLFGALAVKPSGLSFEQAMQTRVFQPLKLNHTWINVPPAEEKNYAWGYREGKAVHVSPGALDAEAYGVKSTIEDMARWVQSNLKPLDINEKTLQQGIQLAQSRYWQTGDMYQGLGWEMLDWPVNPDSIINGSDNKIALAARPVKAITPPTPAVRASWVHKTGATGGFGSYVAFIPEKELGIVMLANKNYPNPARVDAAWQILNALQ
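20 mM phosphate pH 7.0 + 0.01% (detergent screen) or 0.0001% Triton X-100; 5.3 nM AmpC reagent; cpd preinc 15 min RT; nitrocefin (800 uM stock) to start; A480 q20 s × 4 min; Activity was normalised to no-enzyme and no-compound control wells.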
AmpC inh no detg – qHTS Inhibitors of AmpC Beta-Lactamase (assay without detergent) | Potency, µM (titrated, usually from 57.1 µM), for inactives: at the highest dose activity change, negative = inhibition, most hits filed as inhibitors | 330,000 compounds, 0.52% hits | AmpC nitrocefin hydrolysis, absorbance 480 nm, 0.0001% Triton | AID 485341, 2010 | P00811;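 also: potency is read from the fitted curve at half-maximal effect; plate controls were no compound for no effect and no enzyme for full effect; nearly all actives have a fitted effect of over 20% in size; some results filed as inactive show a strong effect at the top dose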
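AmpC (5.3 nM in the dispensed reagent) in 20 mM phosphate pH 7.0 with 0.01% (detergent screen) or 0.0001% Triton X-100 was preincubated with compounds for 15 min at room temperature. Nitrocefin was then added from an 800 uM solution, and hydrolysis was followed at 480 nm.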
FBPA Giardia inh – qHTS Assay for Inhibitors of Fructose-1,6-bisphosphate Aldolase from Giardia Lamblia | 290,000 compounds, 0.71% hits | A8B2U2 | Potency, µM (titrated, usually from 59.6 µM), for inactives: top-dose activity, negative = inhibition, hits mostly inhibitors | purified Giardia FBPA | AID 2451, 2010; also: potency is read from the fitted curve at half-maximal effect; nearly all actives have a fitted effect of over 55% in size
Target sequence (A8B2U2 whole entry, looked up): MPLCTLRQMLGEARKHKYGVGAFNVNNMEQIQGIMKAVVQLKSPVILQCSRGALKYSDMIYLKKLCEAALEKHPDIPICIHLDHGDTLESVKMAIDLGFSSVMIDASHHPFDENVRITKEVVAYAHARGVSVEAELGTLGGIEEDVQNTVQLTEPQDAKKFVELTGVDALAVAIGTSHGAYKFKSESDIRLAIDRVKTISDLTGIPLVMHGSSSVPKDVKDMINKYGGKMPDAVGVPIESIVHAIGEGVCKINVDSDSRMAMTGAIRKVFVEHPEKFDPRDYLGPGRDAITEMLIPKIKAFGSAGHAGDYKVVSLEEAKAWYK
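Giardia FBPA (40 nM reagent) was preincubated 10 min at RT with compound (up to 57.5 uM final), then substrate plus GAPDH/TPI/NAD/arsenate coupling system with diaphorase/resazurin was added; resorufin fluorescence (525/598 nm) was read after 20 min.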
Numbers without * were called inactive; ? = inconclusive; . = no result given; & = joins results of further samples; [ ] = remark or other dose. Unless noted, calls follow the shape of the dose curve; as a rule, active = well fitted curve in the direction sought with a large enough effect; inconclusive = small, poorly fitted or top-dose-only effect, or another doubt; inactive = no such curve, though single readings can be large; an effect the other way counts as inactive or inconclusive. Unless noted, % is scaled to controls: 0 for no effect and ±100 for the full control effect.

Start of the data: the first 2 entries, ahead of the listing:
SMILES	HCMV inh	Sm TGR inh	AMA1 RON2 block	AmpC detergent	AmpC inh no detg	FBPA Giardia inh
Cc1ccc(C)c(CN2C(=O)c3ccccc3S(=O)c3ccc(C(=O)N4CCC(C)CC4)cc32)c1 (centres undefined)	?	5%	.	23%	.	.
CCOC(=O)c1sc(=S)n(-c2ccccc2Cl)c1SC	47	-8%	6%	?	-25%	-4%

The list itself, from the start:
SMILES	HCMV inh	Sm TGR inh	AMA1 RON2 block	AmpC detergent	AmpC inh no detg	FBPA Giardia inh
Cc1ccc(C)c(CN2C(=O)c3ccccc3S(=O)c3ccc(C(=O)N4CCC(C)CC4)cc32)c1 (centres undefined)	?	5%	.	23%	.	.
CCOC(=O)c1sc(=S)n(-c2ccccc2Cl)c1SC	47	-8%	6%	?	-25%	-4%
O=C(O)Cc1cn(Cc2ccc(F)cc2)c2ccccc12	2	7%	0%	-19%	-13%	?
Cc1c(CCO)c(=O)n(-c2ccccc2)n1S(=O)(=O)c1c(Cl)cc(Cl)cc1Cl	-21	-27%	6%	2%	76%[activator]	-10%
C=CCn1c(Cc2nc3ccccc3[nH]2)n[nH]c1=S	27	7%	13%	2%	-30%	-17%
COCCCNC(=O)CSC1=Nc2ccccc2C2=NC(CCC(=O)NCc3ccccc3OC)C(=O)N12 (centres undefined)	0	7%	.	-8%	.	.
CCOc1ccccc1N1CC(C(=O)N(C)Cc2cccnc2)CC1=O (centres undefined)	-13	-32%	2%	3%	-7%	0%
Cc1cccc(CS(=O)(=O)c2ncc(Cl)c(C(=O)Nc3nc4ccc(F)cc4s3)n2)c1	-60*	-28%	.	10%	.	.
COc1cccc(CN2CCN(Cc3ccc(C)o3)CC2CCO)c1 (centres undefined)	-12	35µM*	-2%	-7%	5%	6%
COc1ccc(S(=O)(=O)Nc2cccc3c2O[C@H](CN(C)S(=O)(=O)c2ccc(F)cc2)[C@H](C)CN([C@H](C)CO)C3=O)cc1	16	.	0%	.	264%[activator]	.

Compounds listed so far that contain four or more nitrogen atoms, in the order listed:
SMILES	HCMV inh	Sm TGR inh	AMA1 RON2 block	AmpC detergent	AmpC inh no detg	FBPA Giardia inh
C=CCn1c(Cc2nc3ccccc3[nH]2)n[nH]c1=S	27	7%	13%	2%	-30%	-17%
COCCCNC(=O)CSC1=Nc2ccccc2C2=NC(CCC(=O)NCc3ccccc3OC)C(=O)N12 (centres undefined)	0	7%	.	-8%	.	.
Cc1cccc(CS(=O)(=O)c2ncc(Cl)c(C(=O)Nc3nc4ccc(F)cc4s3)n2)c1	-60*	-28%	.	10%	.	.

(further entries)
SMILES	HCMV inh	Sm TGR inh	AMA1 RON2 block	AmpC detergent	AmpC inh no detg	FBPA Giardia inh
CC1(c2ccccc2)CC(C)(C)N(C(=O)c2cccc(Cl)c2)c2ccccc21 (centres undefined)	-72*	0%	.	16%	.	.
Cc1cc(C)cc(-n2c(C)cc(C(=O)C(=O)Nc3nnc(C)s3)c2C)c1	-17	3%	.	-13%	.	.
CC(C)N1CCc2c(sc(NC(=O)c3ccc(S(=O)(=O)N(C)CC4CCCO4)cc3)c2C(N)=O)C1 (centres undefined)	-12	-33%	-11%	-7%	159%[activator]	.
CCOc1cc(C)c(Cl)cc1S(=O)(=O)NCCOC	-24	1%	6%	?	-1%	-1%
O=C(CSc1nnc(NC(=O)c2c(F)cccc2F)s1)NC1CC1	-2	-8%	18%	-3%	-4%	-4%
CCOC(=O)C1=C(C)NC2=C(C(=O)C(C(=O)OC)C(C)C2)C1c1ccc(OC)c(O)c1 (centres undefined)	12	-29%	1%	-1%	-14%	-3%
CC(=O)c1ccc(NC(=O)Cn2c(-n3nc(C)cc3C)nc(C)c(C)c2=O)cc1	87	8%	.	0%	.	.
CCOc1cc(C2CC(=O)Nc3cc4c(cc32)OCCO4)ccc1O (centres undefined)	94	-13%	.	23%	.	.
Cc1c(NC(=O)C(=O)/C=C(\O)c2ccc(Cl)cc2)c(=O)n(-c2ccccc2)n1C	-36	0%	-3%	-2%	17%	-10%
Cc1ccc2c(c1)[C@H]1[C@H](CO2)[C@H](c2ccccc2)[C@]2(C)C(=O)Nc3cc(Cl)ccc3C(=O)N12	.	0%	-3%	?	-47%	.
O=C1CC(N(CCc2ccccc2)C(=S)Nc2ccccc2)C(=O)N1c1ccccc1 (centres undefined)	-16	1%	9%	-10%	-16%	-5%
Cc1cc(Br)ccc1SCC(=O)NNC(=O)c1ccco1	0	?	85%[activator]	3%	-19%	.
CCOc1ccccc1OCC(=O)Nc1nnc(C)s1	26	-8%	9%	-7%	-16%	-3%
COc1ccc(S(=O)(=O)N2CCC3(CC2)CC(=O)c2ccccc2O3)cc1	-28	2%	7%	5%	-10%	.
Cc1nc2ccc(Br)cn2c1C(=O)N/N=C\c1ccc(C(C)C)cc1	?	-8%	13%	?	-15%	-1%
COc1cccc(/C(O)=C2\C(=O)C(=O)N(c3ccccn3)C2c2cccc(OC)c2OC)c1 (centres undefined)	15	-2%	0%	-7%	-24%	-1%
COCCCn1c(Cc2csc(Nc3ccccc3)n2)nnc1SCC(N)=O	67	-21%	42%[activator]	2%	-3%	-14%
COc1cc(OC)c(S(=O)(=O)Nc2ccccc2N2CCCCC2)cc1NC(C)=O	38	-10%	-7%	-3%	23%	-1%
CC(C)N(C(=O)CSc1cn(CC(=O)N2CCCCCC2)c2ccccc12)C(C)C	?	-4%	.	2%	.	.
COc1ccc(OC)c(CCNC(=O)c2cnn(-c3ccccc3)c2C2CCN(C(=O)OC(C)(C)C)CC2)c1	?	5%	.	20%	.	.
O=C(NC(CSSCC(NC(=O)c1ccccc1)C(=O)O)C(=O)O)c1ccccc1 (centres undefined)	-18	7%	-4%	-2%	-5%	3%
COc1ccccc1C(=O)NCC(=O)N1CCN(S(=O)(=O)c2ccc3c(c2)OCCO3)CC1	-6	4%	5%	?	-11%	.
CC(=O)Nc1ccc(NC(=O)CCNS(=O)(=O)c2cccc3nsnc23)cc1	6	?	2%	2%&6%	-17%	0%
Cc1ccc(S(=O)(=O)N/N=C2/CC(c3ccccc3)Oc3ccccc32)cc1 (centres undefined)	16	5%	-8%	-2%	-38%	-6%
COc1cc(NC(=O)c2cccnc2SC)cc(OC)c1	-14	6%	5%	4%	-16%	0%
COC(=O)c1ccc(NC(=O)CN2CCCC2)cc1	29	-1%	-3%	?	-18%	6%
O=C(Cc1coc2ccc3ccccc3c12)NC1CCCc2ccccc21 (centres undefined)	-6	-3%	7%	-18%	-56%	1%
COC(=O)c1ccc(C(=O)OC)c(NC(=S)N2CCC(C(N)=O)CC2)c1	-38	.	0%	3%	-19%	7%
CC(C)(C)[C@@H]1C=C(C(=O)Nc2ccccc2)O[C@H](OCc2ccc(CO)cc2)C1	8	2%	0%	-5%	22%	-10%
CCCCCC1CC(=O)C=C(C)C1C(=O)OC (centres undefined)	-1	-6%	-10%	-5%	0%	5%
CCOCCc1nnc(NC(=O)COC)s1	34	8%	11%	-3%	-8%	-16%
CN(C)Cc1ccccc1C(O)(c1ccccc1)c1ccccc1	1	-30%	3%	-6%	-6%	9%
COC(=O)c1ccc(COc2ccc(F)cc2)o1	?	-6%	-3%	?	-16%	9%
CCS(=O)(=O)N1CCC(C(=O)NCCCN2CCCCCC2)CC1	-14	?	2%	-9%	39%	?
O=C(CN1CCN(c2ccc(O)cc2)CC1)N1CCc2ccccc21	-13	-27%	-2%	-2%	-3%	-21%
Cc1ccc(N2C(=O)CSC23C(=O)Nc2ccccc23)cc1F (centres undefined)	28	8%	.	8%	.	.
O=C(c1ccc2ncsc2c1)N1CCCCC1	5	-1%	-1%	0%	-19%	.
COc1ccccc1CNC(=O)CSc1nc2ccccc2c(=O)n1CCCN1CCOCC1	-34	-2%	-7%	-14%	132%[activator]	-3%
Cc1cc(O)ccc1Nc1nc(-c2cccs2)cs1	29	5%	21%	-5%	-59%	-2%
CCc1cccc(C)c1NC(=O)c1cc(S(=O)(=O)N2CCN(c3ccccc3)CC2)ccc1F	-9	4%	.	2%	.	.
CCc1ccccc1N(C(C)=O)c1nc(CCl)cs1	32	-28%	-9%	1%	-4%	-1%
Cc1ccc(NC(=O)Cc2c(Cl)cccc2Cl)cc1S(=O)(=O)N(C)C	?	9%	-2%	?	-28%	-5%
CCOC(=O)N1CCN(C(=O)C2CCN(S(=O)(=O)c3ccc(NC(C)=O)cc3)CC2)CC1	32	-18%	-5%	-8%	1%	.
CC(C)(C)NC(=O)C(=O)NNC(=O)C12CC3CC(CC(C3)C1)C2	66	14%	21%	?	-18%	-1%
O=C(N/N=C\c1cccs1)c1ccccc1-n1cccc1	14	?	5%	-4%	-27%	-6%
CN(C)c1ccc(CNC(=O)CCc2ccc(S(=O)(=O)N3CCCCCC3)cc2)cc1	9	-3%	?	?	35%	.
C=CCn1c(SCc2cccc(F)c2)nc2cc(C(=O)N3CCC(C(N)=O)CC3)ccc2c1=O	-1	0%	11%	?	251%[activator]	-1%
COc1cc(NC(=O)CCCOc2cc(=O)n(C)c3ccccc23)cc(OC)c1OC	6	-8%	.	-8%	.	.
c1ccc2c(Nc3nnc(-c4ccncc4)s3)cccc2c1	-21	1%	-2%	-3%	10µM*	-6%
CCN(CC)c1ccc(N=CN2CCOCC2)cc1	-19	-4%	-30%	4%	-20%	.

Continued.
SMILES	HCMV inh	Sm TGR inh	AMA1 RON2 block	AmpC detergent	AmpC inh no detg	FBPA Giardia inh
COc1ccccc1N1CCN(/N=C\c2ccccc2)CC1	0	1%	-12%	-3%	7%	-11%
CC(C)(C)n1nnnc1C(c1cccs1)N(Cc1ccccc1)Cc1ccco1 (centres undefined)	-35	?	0%	?	-1%	4%
OCCC1CN(Cc2cnn(-c3ccc(F)cc3)c2)CCN1Cc1ccsc1 (centres undefined)	?	7%	0%	2%	20%	-3%
COc1ccccc1-c1ccc(Nc2cccc(C(F)(F)F)c2)nn1	23	4%	-2%	9%	-13%	-2%
CCOCCCNC(=S)N1CCC(NC(=O)c2ccco2)CC1	-23	1%[57.1 µM]	13%	-2%	-7%	-4%
O=C(NCc1ccco1)C(=O)NCC1OCCCN1S(=O)(=O)c1ccc(Cl)cc1 (centres undefined)	-13	-15%	9%	-5%	68%[activator]	0%
Cc1nc(SCC(=O)NCC(F)(F)F)c2c(-c3cccs3)csc2n1	-30	9%	-2%	?	4%	7%
COC(=O)N/N=C(\C)c1ccc(OC(F)F)cc1	45	11%	12%	7%	-8%	1%
O=C(NCCc1ccccc1)C(=O)c1c(-c2ccccc2)cc2ccccn12	-33	-16%	-4%	-4%	-33%	11%
O=C(Nc1ccc(Cl)cc1N1CCOCC1)C1CC1	-9	4%	-2%	3%	-6%	.
CCCC(NC(=O)c1ccc(Br)o1)c1nc2ccccc2[nH]1 (centres undefined)	?	.	7%	.	-39%	.
